Bioassay records from PubChem.
Runt-CBFb FRET = inhibitors of human RUNX1 Runt domain binding to CBFb; Cerulean-Runt/Venus-CBFb FRET ratio 530/480, 1 h; AID 1496; inhibition, % at 20 µM; actives 0.46% (n = 220,000);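 active means inhibition over about 50% at 20 µM in the single-dose screen, limit read from the data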;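 further: 0% = DMSO wells and 100% = excess unlabeled CBFb competitor control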
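Measured by: fluorescence energy transfer, 422 nm excitation, 530/480 nm emission; test system: Cerulean-tagged RUNX1 Runt domain (FRET donor) fusion protein; buffer or medium: Tris pH 7.5 buffer with BSA; compound: one dose, 20 µM compound, 1% DMSO; times: two 1 h room-temperature incubations shielded from light; benchmarks: unlabeled CBFb 5 µM, positive control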
Furin inh = blocks human furin protease activity; P09958; purified furin, fluorogenic substrate cleavage; inhibition, % at 30 µM; actives 0.061% (n = 220,000); AID 463115; in the data active means inhibition above about 25%; further: inactives centre near -15
Runt-SMMHC FRET = blocks binding of human RUNX1 Runt domain to CBFb-SMMHC | inhibition, % at 20 µM | actives 0.74% (n = 220,000) | Q01196+Q13951 | AID 1434 | Cerulean-Runt/Venus-CBFb-SMMHC FRET ratio 530/480, 1 h;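 active means mean inhibition across duplicate retests at 20 µM reaching about 50%, limit read from the data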;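 further: 0% = DMSO wells and 100% = wells with excess untagged CBFb-SMMHC; inhibitors lower the FRET ratio by blocking Runt binding to CBFb-SMMHC; some results filed as inactive read as strong as hits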
RBBP9 inhibitor = blocks human serine hydrolase RBBP9 | recombinant RBBP9, FP-Rh probe fluorescence polarization | inhibition, % at 7.94 µM | actives 0.2% (n = 220,000);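 active means inhibition above the campaign mean of all tested compounds plus 3 SD, cut at about 14% in these data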;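 further: plate controls were DMSO wells with RBBP9 for no effect and wells lacking RBBP9 protein for full effect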
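Test system: recombinant human RBBP9; Timing: 30 min then 45 min, 25 °C; Detection: fluorescence polarization; Control set: RBBP9 with DMSO as uninhibited control, no-protein wells as full inhibition; Compound dosing: one concentration, 7.94 µM nominal, 0.794% DMSO; Probe or stimulus: FP-Rh activity-based probe, 375 nM before mixing.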
m-calpain inh = blocks pig calpain II enzyme activity. actives 0.37% (n = 220,000). purified calpain II, fluorogenic peptide substrate, 30 min. AID 1236. inhibition, % at 16 µM;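 active means inhibition above about 50%, limit read from the data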
EBV gp42 inh = EBV gp42 inhibition. Fluorescence polarization binding assay, mP read-out. inhibition, % (tested at 21.74 µM). actives 0.42% (n = 220,000). AID 1085; in the data active means inhibition above about 50%
Target sequence (Q1HVG2 whole entry, looked up): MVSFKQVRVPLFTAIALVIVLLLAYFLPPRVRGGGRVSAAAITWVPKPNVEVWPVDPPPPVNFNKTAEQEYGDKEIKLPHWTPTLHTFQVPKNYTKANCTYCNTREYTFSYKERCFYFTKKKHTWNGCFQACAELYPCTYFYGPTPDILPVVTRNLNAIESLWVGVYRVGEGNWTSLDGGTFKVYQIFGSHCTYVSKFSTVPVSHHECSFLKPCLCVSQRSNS
Tb hexokinase = blocks Trypanosoma brucei hexokinase 1 activity | recombinant TbHK1, G6PDH-coupled NADH A340 | inhibition, % at 10 µM | actives 0.11% (n = 220,000);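 active means inhibition of 50% or more in the single-dose primary screen; inactive means inhibition below 50%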
p47phox inh = blocks human p47phox regulatory protein of NADPH oxidases | p47phox/p22phox peptide binding, fluorescence polarization, 2 h | inhibition, % at 24.7 µM | actives 0.53% (n = 220,000) | AID 1274 | P14598;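 active means inhibition above about 30%, limit read from the data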;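 further: 0% = p47phox with labelled peptide and 100% = labelled peptide alone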
p97 ATPase inh = human p97 ATPase inhibition; P55072; recombinant p97 ATPase, Kinase-Glo ATP luminescence, 3 h; inhibition, % at 8 µM; actives 0.42% (n = 220,000); in the data active means inhibition above about 15%;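 further: 0% = DMSO vehicle and 100% = wells lacking enzyme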
Target sequence (P55072 whole entry, looked up): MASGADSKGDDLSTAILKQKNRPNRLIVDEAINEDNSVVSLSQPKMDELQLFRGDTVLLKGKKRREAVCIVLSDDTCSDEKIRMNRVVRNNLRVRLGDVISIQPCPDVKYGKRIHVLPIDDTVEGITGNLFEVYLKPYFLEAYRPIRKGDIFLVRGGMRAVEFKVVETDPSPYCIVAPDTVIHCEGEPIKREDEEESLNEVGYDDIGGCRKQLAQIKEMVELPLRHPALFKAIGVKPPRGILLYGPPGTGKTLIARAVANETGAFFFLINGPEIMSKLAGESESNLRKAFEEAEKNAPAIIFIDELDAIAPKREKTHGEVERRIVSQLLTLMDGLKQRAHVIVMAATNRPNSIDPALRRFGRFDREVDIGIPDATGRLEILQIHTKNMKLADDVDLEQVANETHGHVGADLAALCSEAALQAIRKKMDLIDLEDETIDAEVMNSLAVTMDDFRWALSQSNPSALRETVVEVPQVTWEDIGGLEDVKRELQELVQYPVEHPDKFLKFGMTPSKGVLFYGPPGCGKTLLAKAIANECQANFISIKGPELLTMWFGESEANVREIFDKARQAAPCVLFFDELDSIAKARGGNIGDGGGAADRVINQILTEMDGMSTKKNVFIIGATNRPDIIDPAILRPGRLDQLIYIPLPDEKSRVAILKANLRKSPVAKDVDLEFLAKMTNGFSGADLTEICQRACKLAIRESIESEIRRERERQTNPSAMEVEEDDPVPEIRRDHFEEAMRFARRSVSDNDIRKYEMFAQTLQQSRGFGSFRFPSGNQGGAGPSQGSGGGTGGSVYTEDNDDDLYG
An asterisk follows results filed as active; x = no result given; [ ] = another dose, or the depositor's remark.

nr | Runt-CBFb FRET | Furin inh | Runt-SMMHC FRET | RBBP9 inhibitor | m-calpain inh | EBV gp42 inh | Tb hexokinase | p47phox inh | p97 ATPase inh | SMILES
1 | -6 | -14 | 2 | -1 | 0 | -20 | -1 | -19 | -2 | Cc1ccccc1C(=O)c1c[nH]c(C(=O)NCc2ccco2)c1
2 | -13 | -20 | 4 | 1 | -9 | -9 | 3 | -5 | -4 | CCCc1nnc(SCC(=O)Nc2ccc(OCC)cc2)n1N
3 | x | -27 | 2 | -7 | -264 | 32 | 1 | -2 | -1 | O=C(CNC(=O)c1ccccc1O)N/N=C/c1cc(Br)ccc1OC(=O)/C=C/c1ccco1
4 | 2 | -12[20 µM] | 4 | -11 | -37 | -2 | 1 | -13 | -2 | COC(=O)COc1ccc(S(=O)(=O)NCc2cccnc2)cc1C
5 | 1 | -9 | 0 | -1 | 5 | -9 | -3 | -5 | -5 | O=C(Nc1ccccn1)c1ccc(NC(=O)c2ccco2)cc1
6 | 1 | -6[20 µM] | -7 | -4 | 24 | -28 | 9 | -26 | 3 | O=S(=O)(c1ccc(Br)s1)N1CCC(Cc2ccccc2)CC1
7 | 0 | 6[20 µM] | -9 | -3 | 5 | -13 | 2 | 1 | 2 | COc1ccc(CSc2nc(C)cc(=O)[nH]2)cc1Br
8 | -1 | -20 | -10 | 0 | -178 | 11 | -1 | -35 | 4 | O=C(OCc1cccc2ccccc12)c1ccc2c(=O)[nH]c(CN3CCOCC3)nc2c1
9 | -1 | -23 | 1 | 4 | 7 | 2 | 8 | -1 | 0 | O=C(CCC1CCCN(C(=O)c2ccc3c(c2)OCCO3)C1)NCc1ccccc1F (stereo not given)
10 | 1 | -15[20 µM] | 2 | -1 | -39 | -2 | 1 | 22 | -9 | COCCNC(=O)C(c1ccncc1)N(C(=O)Cn1nnc2ccccc21)c1ccc(OC)cc1 (stereo not given)
11 | -2 | -27 | -3 | 1 | 8 | 4 | -1 | -9 | 9 | O=C1C=C(NCc2ccc(Cl)cc2)CC(c2ccco2)C1 (stereo not given)
12 | -1 | -28 | 2 | 3 | -20 | -4 | 4 | -2 | 2 | CC12CCC(C(=O)NCc3ccc(F)cc3)(OC1=O)C2(C)C (stereo not given)
13 | 0 | -26 | 0 | 1 | 20 | -8 | -6 | 1 | 3 | N[C@@H](CO)c1nnc([C@H](CCC(=O)O)NC(=O)C2CCNCC2)o1
14 | 1 | -13[20 µM] | 4 | -7 | 9 | -2 | 4 | 12 | -1 | COC(=O)COc1ccc(S(=O)(=O)Nc2ccc(C(N)=O)cc2)cc1Cl
15 | 0 | -22 | -2 | -4 | 6 | -1 | 6 | -3 | -5 | O=C(c1ccc2c(c1)OCO2)C1CCCN(Cc2cc(F)ccc2-n2cccn2)C1 (stereo not given)
16 | 13 | 7[20 µM] | 7 | -2 | -35 | -2 | -26 | -16 | -2 | CCN=c1scc(-c2ccco2)n1/N=C/c1ccc(OC)c(O)c1
17 | -2 | -16 | -1 | 7 | 36 | -21 | 1 | -13 | 6 | CC1CC2(C)CC(C)C1(COC(=O)Nc1ccccc1)CO2 (stereo not given)
18 | 12 | -22 | 0 | -3 | 22 | -3 | -34 | -18 | 0 | C/C(=N\NC(=O)c1nc2ccccn2c1C)c1ccc2c(c1)OCO2
19 | 5 | 3[20 µM] | -4 | -9 | -198 | -5 | -2 | -27 | 4 | Cc1ccc(S(=O)(=O)NC(=O)c2cc(C)n(-c3cc(S(=O)(=O)N4CCOCC4)ccc3N3CCCC3)c2C)cc1
20 | 2 | -18[20 µM] | -8 | -4 | -4 | -15 | -7 | -6 | 5 | COc1cc2c(=O)n(Cc3ccco3)c(=O)n(CC(=O)c3cccc(Br)c3)c2cc1OC

Shown screen by screen: entries from further up.
#4 COC(=O)COc1ccc(S(=O)(=O)NCc2cccnc2)cc1C
#5 O=C(Nc1ccccn1)c1ccc(NC(=O)c2ccco2)cc1
#6 O=S(=O)(c1ccc(Br)s1)N1CCC(Cc2ccccc2)CC1
#7 COc1ccc(CSc2nc(C)cc(=O)[nH]2)cc1Br
#8 O=C(OCc1cccc2ccccc12)c1ccc2c(=O)[nH]c(CN3CCOCC3)nc2c1
#9 O=C(CCC1CCCN(C(=O)c2ccc3c(c2)OCCO3)C1)NCc1ccccc1F (stereo not given)
#10 COCCNC(=O)C(c1ccncc1)N(C(=O)Cn1nnc2ccccc21)c1ccc(OC)cc1 (stereo not given)
assay / entry	4	5	6	7	8	9	10
Runt-CBFb FRET	2	1	1	0	-1	-1	1
Furin inh	-12[20 µM]	-9	-6[20 µM]	6[20 µM]	-20	-23	-15[20 µM]
Runt-SMMHC FRET	4	0	-7	-9	-10	1	2
RBBP9 inhibitor	-11	-1	-4	-3	0	4	-1
m-calpain inh	-37	5	24	5	-178	7	-39
EBV gp42 inh	-2	-9	-28	-13	11	2	-2
Tb hexokinase	1	-3	9	2	-1	8	1
p47phox inh	-13	-5	-26	1	-35	-1	22
p97 ATPase inh	-2	-5	3	2	4	0	-9

(listing goes on)
nr | Runt-CBFb FRET | Furin inh | Runt-SMMHC FRET | RBBP9 inhibitor | m-calpain inh | EBV gp42 inh | Tb hexokinase | p47phox inh | p97 ATPase inh | SMILES
21 | 1 | -16[20 µM] | -2 | -3 | -129 | -21 | 2 | -10 | -2 | Cc1ccn2cc(-c3cnoc3C)nc2c1
22 | 3 | -12[20 µM] | 4 | -3 | -9 | 1 | -24 | 3 | -1 | COc1ccc(C2C(C(C)=O)=C(O)C(=O)N2CCc2c[nH]c3ccccc23)cc1OC (stereo not given)
23 | -4 | -15 | -4 | -17 | -44 | -10 | -13 | 3 | 6 | O=C(Nc1cccnc1)c1ccc2nc(-c3ccccc3)c(-c3ccccc3)nc2c1
24 | 0 | -16 | 3 | 6 | -20 | -12 | -1 | -2 | -45 | Cc1nc2cc(-c3ccccc3)sc2c(=O)n1N
25 | 0 | -9[20 µM] | -4 | -9 | -16 | 7 | 4 | -1 | 0 | Cc1ccc(-c2noc(CSc3nnc(-c4cccs4)n3C)n2)cc1
26 | -2 | -14[20 µM] | -7 | 3 | 3 | -11 | -11 | -4 | 3 | Cc1ccc(-c2nnc(N3CCN(S(C)(=O)=O)CC3)c3ccccc23)cc1
27 | -1 | -19[20 µM] | -12 | -5 | 21 | -16 | -10 | -10 | 0 | COc1ccccc1CN(Cc1nc2ccccc2c(=O)[nH]1)C(=O)Nc1ccccc1C
28 | 0 | -21 | -1 | 1 | -8 | -10 | 2 | 3 | 2 | COCC(=O)Nc1ccc(Br)cc1C
29 | -66 | -18[20 µM] | -334 | -3 | 1 | -25 | 1 | -36 | 2 | COc1ccc(N=Cc2sc(O)c3ccccc23)cc1
30 | 1 | -20 | 0 | -1 | 18 | -12 | -3 | -4 | -1 | CC(C)(C)C1(C)OC(C(N)=O)C(C(N)=O)O1 (stereo not given)
31 | 12 | 3 | 5 | -12 | -4 | -15 | -49 | -12 | 0 | S=c1nc(-c2ccccc2)n(Cc2ccco2)c2c1CCCC2
32 | -3 | -21 | -9 | -11 | -1 | -17 | 3 | 3 | 7 | O=C(O)c1ccc(NC(CSCc2ccccc2F)C(=O)O)c([N+](=O)[O-])c1 (stereo not given)
33 | 1 | -12[20 µM] | -3 | -3 | -22 | -16 | -5 | -8 | 0 | Nc1ccc2nc(CN3CCOCC3)[nH]c2c1
34 | 0 | -11 | 4 | 8 | 0 | -1 | 3 | -6 | 3 | O=S(=O)(NC1CC1)c1ccc(S(=O)(=O)N2CCc3ccccc32)cc1
35 | 1 | -16 | 0 | -2 | 1 | -10 | -5 | -2 | 6 | Cc1cc(OC(C)C(N)=O)nc(-c2ccccc2)n1 (stereo not given)
36 | -1 | 2 | -5 | -3 | 34 | 6 | 35 | -4 | 5 | FC(F)(F)c1cccc(N2CCN(C(=S)NC3CCCCC3)CC2)c1
37 | 0 | -21 | -6 | -1 | 5 | -9 | -3 | 8 | 8 | CCOC(=O)CCCC(=O)N1CCOCCOCCOCC1
38 | 1 | -23 | 2 | -1 | 6 | 5 | -6 | -4 | 5 | CCCCC(NC(C)=O)c1nc2ccccc2[nH]1 (stereo not given)
39 | 1 | -12 | 2 | -7 | -12 | 5 | -4 | 9 | -2 | COc1cccc(CCNC(=O)CC2C(=O)NCCN2CC(C)(C)C)c1 (stereo not given)
40 | 1 | 2 | -2 | -9 | 12 | 0 | 8 | -5 | -6 | Nc1nc(Sc2ccc(C(F)(F)F)cn2)n[nH]1
41 | -1 | -11[20 µM] | -4 | -8 | 8 | -1 | 7 | -2 | -5 | CSCCC(NC(=O)c1cncc(Br)c1)C(=O)O (stereo not given)
42 | 1 | -28 | 2 | 4 | -13 | -23 | -8 | -7 | 4 | O=C(O)CN(c1ccccc1[N+](=O)[O-])S(=O)(=O)c1ccccc1
43 | -2 | -12[20 µM] | 0 | -9 | -1 | -16 | 2 | 2 | -4 | Cc1ccc(NC(=O)C2C(C(=O)O)C3C=CC2C32CC2)cc1 (stereo not given)
44 | -4 | 9[20 µM] | -2 | -8 | -9 | -13 | -3 | -15 | -9 | O=C(COCCOCC(=O)N(c1ccccn1)C1CCCCC1)N(c1ccccn1)C1CCCCC1
45 | 1 | -8[20 µM] | -1 | 4 | 9 | -1 | 4 | 4 | -1 | O=C1CC(c2ccncc2)c2cc3c(cc2N1)OCCO3 (stereo not given)
46 | 0 | -15 | 1 | -5 | 0 | 8 | 4 | -6 | -1 | O=C(NCc1nnc2n1CCCCC2)c1ccc(Cl)cc1Cl
47 | -1 | -29 | 1 | x | 14 | -12 | -2 | -7 | x | COc1ccc(-c2ccc([C@H]3[C@H]4C=CC[C@@H](C)[C@@H]4C(=O)N3Cc3ccccc3)c(F)c2)cc1
48 | 3 | -3 | 0 | -8 | -10 | 0 | -16 | -7 | 0 | CCOc1ccccc1NC(=O)Nc1cc(S(=O)(=O)N(C)C)ccc1C
49 | -1 | -15[20 µM] | 31 | -3 | 5 | -4 | 0 | -17 | 3 | COC(=O)c1ccc(C(=O)OC)c(NC(=O)CSCc2ccccc2Br)c1
50 | -3 | -20 | -3 | -4 | 3 | 2 | 2 | -17 | -1 | CCN(CC)S(=O)(=O)c1ccc(NCc2ccccc2)nc1
51 | 2 | -19 | 3 | -1 | 8 | -7 | -7 | 5 | 6 | CN(Cc1ccccc1)C(=S)Nc1ccc2nc3n(c(=O)c2c1)CCCCC3
52 | -1 | -17 | -6 | 1 | -8 | -15 | -10 | -10 | 1 | O=C(CCc1[nH]c2ccccc2c1Sc1ccccc1)NCCO
